EWS-Fli block: EWS/Fli-driven NR0B1 reporter inhibitors, primary screen, A673 cells, NR0B1 luciferase, luminescence, MLPCN library. inhibition, % at 12.6 µM. AID 651661, 2012. viability-normalised. 350,000 compounds, 0.67% hits;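 active = mean inhibition of at least 50% after viability correction, with every replicate also passing that limit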;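 note: firefly luciferase signal divided by Alamar Blue viability fluorescence both relative to DMSO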
RAD52 inh: RAD52 DNA annealing inhibitors, primary screen, biochemical, FRET, single point, set 2; DNA repair protein RAD52 homolog (Homo sapiens), P43351; recombinant RAD52 DNA annealing, FRET fluorescence; inhibition, % at 18.7 µM; 360,000 compounds, 0.46% hits;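 active = every replicate showing at least 50% inhibition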
Target sequence (P43351 whole entry, looked up): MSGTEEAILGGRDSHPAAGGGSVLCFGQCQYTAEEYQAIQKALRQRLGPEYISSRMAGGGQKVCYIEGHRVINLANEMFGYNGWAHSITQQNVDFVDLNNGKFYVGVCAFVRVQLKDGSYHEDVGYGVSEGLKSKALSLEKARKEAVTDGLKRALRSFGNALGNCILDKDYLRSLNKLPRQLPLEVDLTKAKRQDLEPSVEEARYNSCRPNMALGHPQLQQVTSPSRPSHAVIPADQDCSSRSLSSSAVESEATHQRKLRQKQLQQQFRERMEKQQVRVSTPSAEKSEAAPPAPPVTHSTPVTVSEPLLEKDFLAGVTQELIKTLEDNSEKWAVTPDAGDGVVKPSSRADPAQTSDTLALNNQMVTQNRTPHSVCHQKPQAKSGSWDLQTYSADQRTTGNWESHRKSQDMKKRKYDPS
S100A4 MyoIIA: inhibitors of S100A4-myosin IIA peptide binding, primary screen, biochemical, fluorescence polarization, TAMRA-MyoIIA peptide; Protein S100-A4 (Homo sapiens), P26447; inhibition, % at 10.7 µM; 360,000 compounds, 0.14% hits;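 active = mean inhibition of at least 70% across replicates, with every replicate also reaching that level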
Target sequence (P26447 whole entry, looked up): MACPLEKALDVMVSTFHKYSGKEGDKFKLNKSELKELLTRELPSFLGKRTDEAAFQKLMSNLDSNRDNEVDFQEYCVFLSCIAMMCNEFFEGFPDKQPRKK
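Compound dosing: one dose per compound; test system: human S100A4 monomer with TAMRA-labelled myosin IIA peptide; probe or stimulus: TAMRA-labelled myosin IIA heavy-chain peptide probe, 5 nM; medium: HEPES buffer with Ca2+, pH 7.2; schedule: 5 min incubation before reading; benchmarks: neutral control DMSO, positive control TFP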
RAD54 inh: inhibitors of human RAD54 branch migration, primary screen, biochemical, fluorescence, single point | DNA repair and recombination protein RAD54-like (Homo sapiens), Q92698 | RAD54 Holliday junction branch migration, FAM/BHQ fluorescence | inhibition, % at 10.4 µM | 360,000 compounds, 0.14% hits;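 active = mean normalized replicate activity at least 40 and at least half of replicates scoring 40 or more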;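 note: 0% = median of neutral control wells and 100% = median of positive control wells; inhibitors cause a drop in the FAM fluorescence signal; in these data hits start at about 50%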
esBAF inh: Bmi1 luciferase reporter increase in mESCs, primary screen, esBAF inhibitor project, mouse ES cells, Bmi1 luciferase knock-in, single point | 24 h; 100% = twice the neutral-well signal | reporter increase, % at 12.5 µM | 350,000 compounds, 2% hits | AID 602393, 2012; in the data active = activation above about 40%;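 note: 0% = median of the plate's neutral control wells and 100% = double that signal; a rise in the Bmi1 reporter signal indicates esBAF inhibition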
FN deposition inh: inhibitors of fibronectin matrix deposition, primary screen, AH1F cells, Alexa488-fibronectin fluorescence, plate reader; AH1F fibroblasts, overnight; inhibition, % at 12.6 µM; 350,000 compounds, 0.086% hits; AID 743247, 2014;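 active = mean inhibition across replicates of 30% or more, regardless of how many single replicates reach that level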;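 note: positive control wells lacked labelled fibronectin entirely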
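Material: AH1F fibroblasts assembling fluorescent fibronectin matrix; amount: 10000 AH1F cells/well; medium: DMEM, 2% serum; reagent: Alexa488-fibronectin, 24 nM final in well; dosing: single compound dose, delivered by pin transfer; incubation: 1 h adhesion, overnight exposure; detection: fluorescence after three HBSS washes, excitation 485 nm, emission 525 nm; measure: fibronectin deposition inhibition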
Xi reactivation: activators of inactive X chromosome reactivation, primary screen, imaging, XiGFP fibroblasts, GFP high-content imaging, set 2. XiGFP mouse fibroblasts, % GFP-positive cells imaging, 3 d; cells co-treated with 5-aza-dC sensitizer; scaled so ellipticine positive control = 100%. AID 743238, 2013. activation, % at 7.58 µM. 360,000 compounds, 0.055% hits;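 active = mean normalized replicate activation at least 10% and every replicate at or above 10%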;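 note: 0% = median of on-plate neutral control wells and 100% = ellipticine 6 µM median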
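System: 68-5-11 XiGFP fibroblast line; Timing: 3 days compound exposure; Compound dosing: one concentration, pinned; Benchmarks: positive control ellipticine, 6 µM final; Buffer or medium: DMEM containing 5-aza-dC.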
E-sel inducer: E-selectin induction in HUVECs, primary screen, imaging, HUVEC, immunofluorescence imaging, single point; AID 686992, 2013; normalized: neutral wells 0, TNF-alpha wells 100; 260,000 compounds, 0.37% hits; P16581; activation, % at 7.58 µM;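 active = mean E-selectin-positive cell signal at least 10% of the positive control, reached in at least 60% of replicates, without over 20% cell loss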;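 note: in these data hits start at about 27%; measured in HUVEC primary endothelial cells; signal is the percent of cells scored E-selectin positive by PE staining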
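Test system – human umbilical vein endothelial cells (HUVEC), E-selectin induction · Input – 3,000 HUVEC seeded per well · Buffer or medium – EGM-2, gelatin · Compound dosing – single-point compound dose · Detection – immunofluorescence imaging · Measure – percent E-selectin-positive cells · Controls – TNF-alpha high, DMSO low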
An asterisk follows results filed as active; / = not tested or not shown.

SMILES | EWS-Fli block | RAD52 inh | S100A4 MyoIIA | RAD54 inh | esBAF inh | FN deposition inh | Xi reactivation | E-sel inducer
COC(=O)c1c(NC(=O)COC(=O)Cn2cnc3ccccc32)sc2c1CCCC2 | -1.8 | -2.3 | -1.2 | 2.3 | / | -3.0 | 0.0 | /
Nc1c(Br)cc2c(c1Br)C(O)c1ccccc1-2 (stereo not given) | 3.3 | -7.9 | 4.3 | / | / | 7.9 | 1.0 | 1.1
COc1ccc(-c2cn3nc(SCC(=O)NCC4CCCO4)ccc3n2)cc1 (stereo not given) | -6.3 | -95.2 | 9.7 | -2.2 | -8.2 | 0.1 | 0.2 | 0.0
COc1cc(OC)cc(-c2nnc(NC(=O)CCS(=O)(=O)c3ccccc3)o2)c1 | -3.2 | -18.5 | -1.8 | -1.8 | / | -6.0 | 0.2 | /
Cc1ccc(S(=O)(=O)N(C)C[C@@H]2Oc3c(NC(=O)NC4CCCCC4)cccc3C(=O)N([C@H](C)CO)C[C@H]2C)cc1 | 0.5 | -10.6 | -6.1 | 4.3 | 0.7 | / | 0.1 | 0.0
C1=C(c2ccccc2)Nc2ncnn2C1c1ccccc1 (stereo not given) | -2.8 | -19.1 | 8.6 | 6.4 | 0.1 | 3.0 | 0.2 | -0.1
O=C(CCC(=O)N(CC(=O)NC1CCCCC1)Cc1cccs1)Nc1ccccn1 | 5.3 | -11.5 | -3.0 | / | / | -21.1 | 0.0 | -2.0
COc1ccc(-c2ccc3c(c2)[C@H]2[C@H](CCN2C(=O)C2CCOCC2)[C@H](CO)N3C)cc1 | -0.6 | / | / | 14.2 | -7.7 | 1.9 | 0.2 | 0.4
CCOc1cccc(/C=N/NC(=O)C2CCCC2)c1O | / | -6.0 | -2.9 | 8.9 | 15.3 | / | 0.0 | 0.0
O=C(C[C@H]1C[C@@H]2c3cc(NS(=O)(=O)c4ccc(F)cc4)ccc3O[C@@H]2[C@H](CO)O1)NCc1ccccc1 | 1.7 | -2.8 | 14.7 | 3.8 | 7.8 | -0.7 | 0.1 | -0.4
Cc1c(C)c2c(OCC(=O)NCC3CCC(C(=O)O)CC3)cc3c(c2oc1=O)CCC(C)(C)O3 (stereo not given) | -0.7 | -6.2 | 5.1 | -0.5 | -5.8 | / | / | /
O=C(NCc1ccc(F)c(F)c1)C1CCC(=O)N(CCc2ccccc2)C1 (stereo not given) | -5.1 | -2.3 | 5.1 | -8.0 | -2.9 | 8.9 | 0.1 | /
COc1ccc(OCc2nnc(SCC(=O)NC3CCCCC3)o2)cc1 | -22.4 | -17.4 | 13.0 | 2.1 | -1.1 | 3.2 | 0.2 | /
C[C@@H]1CN([C@H](C)CO)C(=O)CCCn2nncc2CO[C@@H]1CN(C)Cc1cccnc1 | -0.9 | / | / | / | -2.9 | 2.5 | -0.3 | 0.0
C[C@H](CO)N1C[C@H](C)[C@@H](CN(C)C)Oc2ccc(NC(=O)Nc3ccc(F)cc3)cc2CC1=O | / | 0.0 | 7.5 | 3.7 | -3.3 | / | 1.2 | /
Cc1cc(NC(=O)CSc2nnc(Cn3c(=O)sc4ccccc43)n2-c2ccccc2C)no1 | -15.9 | -9.4 | -2.8 | 3.6 | -2.0 | -3.2 | 0.2 | -0.1
COc1ccc(Br)c(C(=O)OCC(=O)NC2CCCCCCC2)c1 | -4.6 | 6.7 | 0.6 | -1.8 | -5.6 | 0.4 | 1.0 | 1.5
CC(/C=N/NC(=O)c1ccco1)=C\c1ccccc1 | -30.4 | -13.4 | -11.5 | -3.1 | -1.8 | -0.6 | 0.0 | -2.2
Cc1ccc(C)n1-c1cc([N+](=O)[O-])ccc1-n1ccnc1 | 9.1 | -16.2 | 13.5 | -4.5 | -0.4 | -4.8 | 0.1 | -0.1
CC(C)(C)c1ccc(C(=O)NCC(=O)OCC(=O)Nc2ccc3c(c2)OCCO3)cc1 | 1.2 | -5.8 | -20.2 | / | / | / | 0.3 | /
CCOC(=O)CCCCC(=O)c1[nH]c(=O)[nH]c1CN1CCOCC1 | 2.7 | -12.4 | -1.1 | 7.2 | 6.7 | / | / | /
O=C(O)C1CCCCC1C(=O)Nc1ccc(F)c(F)c1 (stereo not given) | 8.0 | -8.5 | 13.6 | / | -6.7 | 0.5 | 0.4 | -1.9
O=C(Nc1nnc([C@H]2C[C@H](O)[C@@H](CO)O2)s1)Nc1ccccc1Oc1ccccc1 | -5.3 | 0.9 | -0.8 | -7.7 | 3.1 | 5.0 | 0.2 | 3.3
CCOc1ccc(CCN2C(=O)C(=O)N([C@@H](Cc3ccccc3)CN3CCC[C@H]3CN3C(=O)C(=O)NC[C@@H]3Cc3ccccc3)C[C@@H]2Cc2ccc(O)cc2)cc1 | 30.7 | -16.1 | -1.5 | / | / | -11.7 | 0.0 | 0.4
CC(C)=CC(=O)NCC1CCN(C(=O)C(=O)c2cc3ccccc3o2)CC1 | 0.1 | -15.4 | -1.7 | / | / | 8.9 | 0.0 | -0.1
O=C(CCCCCCC(=O)NCc1ccccc1)NCc1ccccc1 | 18.6 | -8.3 | -1.0 | -24.5 | -18.4 | 6.2 | 0.0 | 1.7
O=C(NC1CCCCC1)N1CCC(n2c(=O)[nH]c3ccccc32)CC1 | 0.3 | -3.0 | -8.1 | 12.3 | -4.8 | -1.9 | 0.0 | /
COc1ccc(CCNC(=S)N(C)C)cc1OC | 2.4 | -10.7 | -4.6 | -7.2 | / | 9.3 | 0.0 | /
COCC(=O)Nc1ccc2c(c1)[C@@H]1C[C@H](CC(=O)O)O[C@@H](CO)[C@@H]1O2 | / | -4.4 | -1.0 | / | / | / | -0.1 | -0.2
COc1ccc(-c2sc3ccccc3c2C#CC2(O)CCCCC2)cc1 | 12.7 | 4.3 | -1.0 | -4.1 | 4.1 | -13.6 | 0.0 | 0.4
O=C(Nc1cccc(Cl)c1)c1ccc(NCC2CCCO2)c([N+](=O)[O-])c1 (stereo not given) | 7.7 | -6.9 | 2.6 | -14.4 | 30.7 | -3.2 | -0.1 | 13.9
COc1cccc(/C=N/NC(=O)c2ccc3nc[nH]c3c2)c1O | -3.5 | -0.6 | 3.2 | 9.0 | / | 11.0 | 0.1 | /
Nc1c(Cl)cc(C2=NCCn3c2c2ccc([N+](=O)[O-])cc2[n+]3[O-])cc1Cl | 46.9 | -0.2 | -7.3 | -4.4 | -2.9 | -6.8 | 0.6 | 0.1
O=C(C1CCC1)N1CC2(C1)[C@@H](c1ccccc1)[C@@H](CO)N2Cc1cncnc1 | 5.4 | -0.1 | -3.5 | / | / | -0.3 | 0.0 | 0.0
COc1ccc(S(=O)(=O)N(C)C[C@@H]2OCCCC[C@H](C)Oc3ccc(NS(=O)(=O)c4ccc(F)cc4)cc3C(=O)N([C@@H](C)CO)C[C@@H]2C)cc1 | 0.2 | -27.4 | -7.7 | -4.8 | 4.6 | 1.0 | 0.2 | -0.2
C[C@H]1CN([C@@H](C)CO)C(=O)c2cccc(NC(=O)Nc3ccc(C(F)(F)F)cc3)c2O[C@@H]1CN(C)C(=O)Nc1ccc(C(F)(F)F)cc1 | -5.8 | -10.1 | 4.8 | 2.7 | 0.9 | / | 0.3 | 2.7
COc1ccc(OC)c(NC(=O)c2cccc(Cn3cc(Br)c([N+](=O)[O-])n3)c2)c1 | / | / | / | -0.3 | 4.5 | 1.6 | 0.0 | -0.2
CO[C@@H]1CC[C@@H]2CCOc3c(C#N)cccc3C(=O)N(C)CCCC(=O)N(C)C[C@@H]1O2 | 5.3 | -4.6 | 2.8 | 9.1 | -1.8 | -6.4 | 0.1 | 1.8
COC(CNC(=O)c1ccc2nc3ccccc3c(=O)n2c1)OC | -34.7 | -7.9 | -2.5 | 3.4 | 7.7 | 2.4 | 0.0 | 0.3
C[C@H](CO)N1C[C@H](C)[C@@H](CN(C)S(=O)(=O)c2cccs2)OCCCC[C@H](C)Oc2ccc(NC(=O)CCCN(C)C)cc2C1=O | 1.3 | 10.0 | 6.2 | -2.8 | -3.4 | / | 0.3 | -0.2
O=C(c1ccccc1)N1C[C@H]2[C@@H](c3ccccc31)[C@@H](CO)N2Cc1cocn1 | -0.5 | -8.0 | -0.8 | -5.0 | -4.0 | / | 0.4 | -0.2
C[C@H](CO)N1C[C@H](C)[C@H](CN(C)Cc2ccccn2)Oc2ncc(C#C[C@@H](C)O)cc2C1=O | -8.2 | 0.3 | -17.3 | -1.6 | -1.4 | / | 0.1 | -0.2
CN(C)c1ccc2c(=O)[nH][nH]c(=O)c2c1 | 6.6 | -13.8 | 9.3 | / | / | -12.6 | 0.2 | /
COc1cccc(OC)c1OC(=O)c1cnccn1 | 9.4 | -5.4 | -11.0 | -4.5 | -2.0 | 3.8 | 0.0 | /
Cc1cccn2c(=O)nc(SCC(=O)NCc3ccc4c(c3)OCO4)nc12 | -2.6 | 11.7 | -7.3 | -5.4 | / | 1.5 | 0.2 | -0.2
CCc1ccc(C(=O)OCC(=O)NCCNC(=O)COC(=O)c2ccc(CC)cc2)cc1 | 2.0 | -3.9 | 1.6 | 2.9 | 2.7 | 1.2 | 0.0 | 0.9
O=C(NCC1CC1)c1ccc2c3n(nc2c1)-c1ccccc1CO3 | -35.5 | -12.0 | -8.4 | -2.4 | 4.5 | 0.8 | 0.0 | 0.2
CC(C)Oc1ccc(C(=O)NCCCNC(=O)c2cccnc2)cc1 | / | 0.7 | 3.2 | 2.7 | 1.6 | 3.7 | 0.0 | -0.5
O=C(C[C@H]1CC[C@@H](NC(=O)Nc2ccccc2F)[C@H](CO)O1)NCc1ccc(-c2ccccc2)cc1 | -9.0 | 4.2 | 5.3 | / | / | / | -0.4 | -0.9
Cc1ccc(CNC(=O)C23CN(Cc4ccccc4)CC2C(c2ccc([N+](=O)[O-])cc2)=NO3)o1 (stereo not given) | 13.4 | -8.8 | -3.0 | -0.2 | -16.0 | -24.4 | 0.0 | -0.3

Compound activity: PubChem BioAssay, Broad Institute

Rows were taken by chance; about 3% have a hit in one of these screens.
